Screens (PubChem BioAssay)
EBV gp42 block = blocks Epstein-Barr virus glycoprotein 42 binding; inhibition, % (tested at 21.74 µM); Fluorescence polarization binding assay, mP read-out; 0.42% of 220,000 active; Q1HVG2; in the data active = inhibition above about 50%
Target sequence (Q1HVG2 whole entry, looked up): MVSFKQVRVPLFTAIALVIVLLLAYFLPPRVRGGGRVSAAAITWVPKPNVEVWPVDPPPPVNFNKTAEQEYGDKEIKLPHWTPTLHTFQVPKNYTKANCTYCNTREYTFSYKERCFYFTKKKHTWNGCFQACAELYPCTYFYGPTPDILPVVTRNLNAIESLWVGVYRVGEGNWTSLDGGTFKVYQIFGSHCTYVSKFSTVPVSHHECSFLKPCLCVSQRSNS
Runt-CBFb FRET = blocks binding of human RUNX1 Runt domain to CBFb; Q01196+Q13951; Cerulean-Runt/Venus-CBFb FRET ratio 530/480, 1 h; inhibition, % at 20 µM; 0.46% of 220,000 active;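 active = inhibition over about 50% at 20 µM in the single-dose screen, limit read from the data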;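 note: 0% = DMSO wells and 100% = excess unlabeled CBFb competitor control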
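test system = Cerulean-Runt domain fusion protein, energy donor | probe or stimulus = Venus-CBFb binding partner, 100 nM | incubation = two 1 h room-temperature incubations shielded from light | detection = fluorescence energy transfer, 422 nm excitation, 530/480 nm emission | measure = loss of energy transfer signal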
14-3-3 Bad PPI = disrupts binding of bovine 14-3-3 zeta to phospho-Bad peptide | TR-FRET 14-3-3zeta/Dy647-pBad peptide displacement, 1 h | inhibition, % at 21.7 µM | 0.71% of 220,000 active | P63103 | AID 781;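 active = inhibition above about 70%, limit read from the data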;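 note: 0% = full 14-3-3 plus peptide FRET controls and 100% = background without 14-3-3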
Target sequence (P63103 whole entry, looked up): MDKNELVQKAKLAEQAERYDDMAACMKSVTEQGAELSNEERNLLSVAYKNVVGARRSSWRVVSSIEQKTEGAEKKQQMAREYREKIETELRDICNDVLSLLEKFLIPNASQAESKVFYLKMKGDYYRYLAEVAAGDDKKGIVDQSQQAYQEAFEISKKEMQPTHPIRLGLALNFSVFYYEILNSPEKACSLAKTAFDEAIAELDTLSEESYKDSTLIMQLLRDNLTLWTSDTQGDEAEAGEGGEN
zVAD death inh = blocks zVAD induced death of L929 cells | 0.38% of 220,000 active | L929 zVAD necroptosis rescue, ATP luminescence, 24 h; with zVAD 60 µM | viability rescue, % at 10 µM;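 active = activation, scaled between plate controls, above about 75%, limit read from the data; inactive = activation under that limit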;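 note: 0% = zVAD with DMSO and 100% = DMSO alone without zVAD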
Tb hexokinase = T. brucei hexokinase 1 inhibition; 0.11% of 220,000 active; inhibition, % at 10 µM; recombinant TbHK1, G6PDH-coupled NADH A340;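 active = inhibition of 50% or more in the single-dose primary screen; inactive = inhibition below 50%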
Hck Nef HTS = blocks Nef-activated human Hck kinase; Recombinant Hck-YEEI plus Nef, Z-Lyte FRET kinase assay; inhibition, % at 20 µM; 0.68% of 220,000 active; AID 463187;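 active = Hck-Nef kinase inhibition above about 50%, limit read from the data; inactive = inhibition below that limit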;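 note: 0% = DMSO with Hck plus Nef and 100% = Hck alone without Nef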
p47phox inh = p47phox (human) inhibition; P14598; p47phox/p22phox peptide binding, fluorescence polarization, 2 h; inhibition, % at 24.7 µM; 0.53% of 220,000 active; AID 1274;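 active = inhibition above about 30%, limit read from the data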;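 note: 0% = p47phox with labelled peptide and 100% = labelled peptide alone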
Target sequence (P14598 whole entry, looked up): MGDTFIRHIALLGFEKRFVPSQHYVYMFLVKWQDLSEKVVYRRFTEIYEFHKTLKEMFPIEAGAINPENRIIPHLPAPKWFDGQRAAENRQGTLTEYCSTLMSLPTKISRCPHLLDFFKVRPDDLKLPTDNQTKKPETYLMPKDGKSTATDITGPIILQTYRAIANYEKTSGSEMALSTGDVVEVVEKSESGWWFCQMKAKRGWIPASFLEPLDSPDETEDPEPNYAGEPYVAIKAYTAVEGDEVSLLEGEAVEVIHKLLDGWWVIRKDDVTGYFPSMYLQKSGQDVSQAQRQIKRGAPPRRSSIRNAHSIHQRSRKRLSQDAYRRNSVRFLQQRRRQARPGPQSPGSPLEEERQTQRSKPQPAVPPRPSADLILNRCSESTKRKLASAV
MDM2 E3 inh = Mdm2 E3 ligase (human) inhibition; cell-based MDM2 ubiquitination luciferase reporter, 2 h; 0 = plate control, 100 = twice control, blank-subtracted; 0.11% of 210,000 active; signal enhancement, % at 5 µM;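 active = signal enhancement of 30% or more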;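 note: luminescence tracks abundance of the self-degrading MDM2-luciferase fusion protein; higher signal means inhibition of MDM2 E3 ligase activity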
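system = mammalian cells stably expressing self-ubiquitinating, self-degrading MDM2 E3–luciferase fusion | quantity = 2000 cells per well seeded | incubation = 4 h cell settling then 2 h compound exposure, 37 °C | signal = SteadyLite luminescence, 15 min reagent step | benchmarks = plate control and blank wells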
Runt-SMMHC FRET = Runt domain-CBFb-SMMHC interaction inhibition; Q01196+Q13951; Cerulean-Runt/Venus-CBFb-SMMHC FRET ratio 530/480, 1 h; inhibition, % at 20 µM; 0.74% of 220,000 active; AID 1434;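 active = mean inhibition across duplicate retests at 20 µM reaching about 50%, limit read from the data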;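 note: 0% = DMSO wells and 100% = wells with excess untagged CBFb-SMMHC; inhibitors lower the FRET ratio by blocking Runt binding to CBFb-SMMHC; some results filed as inactive read as strong as hits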
* hit, by the source's call; nt = no result given; [ ] = another dose, or the depositor's remark. The order is random, and some 3.2% of all compounds hit somewhere here.

SMILES	EBV gp42 block	Runt-CBFb FRET	14-3-3 Bad PPI	zVAD death inh	Tb hexokinase	Hck Nef HTS	p47phox inh	MDM2 E3 inh	Runt-SMMHC FRET
CCOC(=O)C(C#N)C(c1cccnc1)c1c(C)[nH][nH]c1=O (configuration not stated)	-15	-1	4[fluorescence artefact?]	-0.2	2	0	-6	-20	1
CCOC(=O)N1CCN(c2c(-c3ccc(C)c(C)c3)c(=O)c2=O)CC1	-13	-1	15	-1.1	-30	-6	-23	4	-5
Cc1cc(NC(=O)c2c(Cl)cccc2Cl)no1	-17	4	1	-0.5	-5	17	-2	-23	-6
C=C(C)CNC(=S)N/N=C/c1ccc([N+](=O)[O-])cc1	-7	-2	-3	-0.8	5	-31	-6	-8	-5
CCOC(=O)N(C)OC(=O)Nc1ccc(Cl)c(Cl)c1	-8	-1	31[fluorescence artefact?]	0.2	5	6	-7	-24	1
COc1cccc(CNc2ccc([N+](=O)[O-])cc2Cl)c1O	-7	2	-11	0.4	-3	21	-15	-5	3
Nc1nc2n(n1)C(c1cccc(Br)c1)CC(c1ccc(F)cc1)N2 (configuration not stated)	-8	-3	3	-0.5	1	10	-19	-10	-1
Cc1cc(C)c(OCCCCn2cnc3ccccc3c2=O)c(C)c1	-13	-1	-7	-0.1	2	0	-10	2	1
COc1ccc(/C=C/C(=O)O)cc1S(=O)(=O)Nc1ccc2c(c1)OCO2	-3	2	1	1.1	-2	19	-7	-81	0
Cc1ccc(-c2nc3ccccc3c(=O)n2CCN2CCOCC2)cc1	-20	-1	-7	-0.5	7	0	1	-2	3
Cc1cc(=O)[nH]c(N/N=C/c2c(O)n(-c3ccccc3)c(=O)c3ccccc23)n1	-93	2	-28	1.4	56*	1	2	-2	-70
CCCNCc1cc(OC)c(OCCC)cc1Cl	-18	-1	-3	0.0	1	0	-21	-6	-9
CCOC(=O)c1c(-c2ccc(C)cc2)csc1NC1=NS(=O)(=O)c2ccccc21	-27	0	-4	0.9	-11	5	-116	2	2
O=C(NC1CCCC1)c1cccc(Cl)c1	-1	-1	-2	1.4	-7	-10	7	-2	0
Cc1ccc(S(=O)(=O)Nc2cc(C(C(=O)OC(C)C)C(=O)C(F)(F)F)c(O)c3ccccc23)c(C)c1 (configuration not stated)	20	22	8	2.1	5	2	-16	-14	-2
O=C(COC(=O)c1ccccc1Nc1ccccc1)NCc1ccccc1	-17	1	3[fluorescence artefact?]	0.8	-4	2	3	-6	-1
C=CCn1c(-c2ccc3ncccc3c2)n[nH]c1=S	-25	5	-1	0.2	-18	0	-6	-9	11
COc1ccc(C(=O)NCCc2ccc(F)cc2)cc1OC	-10	1	-7	3.6	-1	8	-12	5	-2
O=C(O)CC1CCS(=O)(=O)C1 (configuration not stated)	30	-2	8[fluorescence artefact?]	-0.3	33	1	-7	-15	5
Cc1noc(C)c1C(=O)N1CC(C)OC(C)C1 (configuration not stated)	13	1	5	-0.4	-3	-2	0	-2	-2

Printed as active in Tb hexokinase, among the entries above:
structure	EBV gp42 block	Runt-CBFb FRET	14-3-3 Bad PPI	Tb hexokinase	Hck Nef HTS	p47phox inh	Runt-SMMHC FRET
Cc1cc(=O)[nH]c(N/N=C/c2c(O)n(-c3ccccc3)c(=O)c3ccccc23)n1	-93	2	-28	56*	1	2	-70

Additional structures follow:
SMILES	EBV gp42 block	Runt-CBFb FRET	14-3-3 Bad PPI	zVAD death inh	Tb hexokinase	Hck Nef HTS	p47phox inh	MDM2 E3 inh	Runt-SMMHC FRET
COc1ccccc1CN(Cc1nc2ccccc2c(=O)[nH]1)C(=O)Nc1cccc(C)c1	-20	1	6	-1.2	-7	0	-12	3	-5
O=C(NCc1ccc(Cl)cc1)c1ccccc1CCc1ccccc1	-9	-2	-7	0.2	3	0	-6	-10	1
CNC(=O)NC(=O)C(C)OC(=O)CCCc1nc2ccccc2s1 (configuration not stated)	-21	0	10	-0.3	10	14	-4	-11	-4
CO/N=C/c1ccc(N2CCN(C(=O)c3ccc(F)cc3)CC2)c([N+](=O)[O-])c1	-17	-2	15	-0.2	-5	2	-3	-24	-6
COc1ccccc1S(=O)(=O)Cc1ccc(C(=O)NCC2CCCO2)o1 (configuration not stated)	2	-1	-2	0.4	-10	-9	12	-18	2
CN(C)S(=O)(=O)c1ccc2c(c1)nc(CCC(=O)Nc1ccc3c(c1)OCO3)n2C	-14	0	-6[fluorescence artefact?]	0.2	-4	3	-4	11	-1
COc1ccc2c(c1)C(=C(C#N)C#N)C(=O)N2CCc1ccccc1	-4	2	-4	3.0	-5	-4	4	-11	-6
CCC(C)(C)NC(=O)CN(Cc1cccs1)C(=O)CNS(=O)(=O)c1ccc(F)cc1	-6	-5	-8	1.4	-7	16	-4	1	0
CCOc1ccc(C(=O)c2cc([N+](=O)[O-])ccc2N2CCOCC2)cc1	-11	-5	2	-0.9	-12	7	-130	9	1
COc1ccc(-c2noc(-c3ccc(C)cc3)n2)cc1	-16	-2	-5[fluorescence artefact?]	-0.4	-12	12	-16	-14	0
CCC(NC(=O)COc1ccc([N+](=O)[O-])cc1)c1ccccc1 (configuration not stated)	-7	2	1	-0.3	1	12	-5	-5	0
O=C(O)c1ccccc1OCCOc1ccccc1C(=O)O	-7	0	-2	-0.2	5	1	-5	8	4
Cn1c(=O)c2c(nc(N3CCNCC3)n2Cc2cccc3ccccc23)n(C)c1=O	-27	-1	5	-0.6	-1	1	-4	-10	-4
O=C(C1CCN(S(=O)(=O)c2ccc(Cl)cc2)CC1)N1CCOCC1	-8	2	8[fluorescence artefact?]	-0.5	3	1	-6	7	-6
COc1ccc(/C(C)=N/N2CCOCC2)c(O)c1	-9	-1	-1	0.8	-19	13	0	-3	-3
O=C(c1ccc(N2C(=O)CCC2=O)cc1)N1CCN(c2ccccc2)CC1	-18	1	17	0.3	-3	2	7	-9	-1
COC(=O)Cc1cc(OC)c(OC)cc1S(=O)(=O)N(C)C	-6	-2	-16	0.3	-3	23	-7	-6	-4
O=C(O)CCN1Cc2ccccc2C1=O	-10	2	85*	1.1	-2	4	-18	-16	7
COc1ccc(NC(=O)CCN2CCN(S(=O)(=O)c3cc(Cl)ccc3OC)CC2)cc1	-11	-2	7	0.0	-6	0	-13	-14	6
CCOc1ccc(S(=O)(=O)NCc2ccc(Cl)cc2)c2cccnc12	-4	0	3	nt	0	-8	0	-11	3
CCCCC(=O)Nc1ccccc1N1CCN(c2ccccc2)CC1	2	-4	-4	5.2	-2	22	6	-15	0
Cc1nn(C)cc1/C=N/O	-9	0	-8	0.4	-4	-1	-5	-18	-1
Cc1nn(C)cc1/C=N/NC(=O)c1ccc2c(c1)OCO2	-13	0	1	0.6	-2	0	-16	-3	-1
NC(=O)c1ncc(C(F)(F)F)cc1Oc1ccc(C(F)(F)F)cc1	-6	0	-6	0.9	-4	-1	-3	-12	-10
CN1CCCCc2c1nc1ccccc1c2N (tested in a mixture with another compound)	-15	9	17	-0.4	-23	0	-9	-6	7
CCOc1cc(CN2CCN(c3cccc(C(F)(F)F)c3)CC2)ccc1OC	9	0	70*	-0.9	-13	-1	17	-10	1
CN1CCN(c2ccccc2/C=N/NC(=O)c2cccnc2)CC1	-6	0	-7	-0.5	-28	-3	-10	0	-3
COc1ccc(NC(=S)Nc2ccc(S(N)(=O)=O)cc2)c(OC)c1	-4	4	-15	1.5	-3	21	1	10	3
Cc1ccc(C(=O)NC2CCN(CC(=O)NCc3cccs3)CC2)cc1	2	13	-3	0.2	6	5	2	0	-5
CCCNC(=O)c1nc2ncc(Br)cn2n1	4	1	-3	0.3	-1	0	-9	-9	0
O=C(COC(=O)CC12CC3CC(CC(C3)C1)C2)Nc1cccnc1Cl	5	-1	1	1.8	7	-15	8	-3	-1
Clc1ccc(C2=C3CCCCn4c(-c5ccccc5)c[n+](c43)C2)cc1	-14	0	54[fluorescence artefact?]	-0.2	-20	1	-3	-9	-12
CCOP(=O)(OCC)c1nc(-c2cccc([N+](=O)[O-])c2)oc1N1CCCCC1	-31	-2	-6	-0.2	-14	25	-5	-12	-2
O=C(Nc1ccc2nc(-c3cccs3)c(-c3cccs3)nc2c1)NC1CC1	-19	-13	-15[fluorescence artefact?]	2.2	-7	7	-8	-18	-73
CCN(CC)C(=O)CSc1nc(-c2cccs2)cc(-c2cccs2)c1C#N	-8	12	14[fluorescence artefact?]	0.1	4	7	-33	nt	38
Cc1ccccc1CNC(=O)Cc1cccs1	-1	2	-3	-0.6	-13	1	6	-21	-3
CC(=O)Nc1cccc(Cl)c1C(=O)O	-16	0	15	1.5	-14	2	-6	-13	0
COc1ccc(-n2cnnc2SCC(=O)Nc2nc(C)c(Cl)cc2Cl)cc1	-28	0	6	0.6	-5	4	3	1	-1
CCOC(=O)C1CCN(C(=O)C2CCN(S(=O)(=O)CC)CC2)CC1	-5	-1	5[fluorescence artefact?]	-0.7	-4	-1	-5	4	2
COc1ccc(-c2nnc(SCC(=O)N3CCN(c4ccccc4)CC3)o2)cc1OC	-16	1	-9[fluorescence artefact?]	nt	-4	-4	-10	nt	0
CC(=O)CSc1nc(N(C)C)nc(N(C)C)n1	0	-1	0	0.4	-5	-5	4	-8	-1
COc1cc(NS(=O)(=O)c2ccc(Nc3nc(-c4cccc([N+](=O)[O-])c4)cs3)cc2)nc(OC)n1	11	-16	-4	nt	3	-8	-22	-6	-4
COc1ccc(/C=N/Nc2cc(C)nc(N3CCOCC3)n2)cc1	-5	1	-5	0.7	-48	0	-3	-11	2
CC(C)CN(C(=O)COC(=O)c1ccccc1Sc1ccccc1C#N)C1CCS(=O)(=O)C1 (configuration not stated)	0	-4	-9	-0.8	-12	5	-6	19	2
Cc1nc2ccc(S(=O)(=O)Nc3cc(-c4nc5cccnc5s4)ccc3C)cc2s1	-17	1	-13[fluorescence artefact?]	nt	-12	-3	-46	nt	-6
COc1ccc(CN2CCNC(=O)C2CC(=O)O)c(OC)c1 (configuration not stated)	-17	-2	12	1.2	-4	3	0	-7	-2
CCOc1ccc(C2c3[nH]c4ccccc4c3CCN2CCCn2cccn2)cc1 (configuration not stated)	10	-2	-13	-1.3	-12	7	2	-2	-2
O=C(/C=C/Nc1ccc(F)cc1)c1ccc(Oc2ncccn2)cc1	-4	-1	-5	0.2	-9	3	-3	-6	-1
O=c1oc2ccccc2c2c1C(c1ccc(Cl)cc1)Nc1ccc3ccccc3c1-2 (configuration not stated)	-8	4	8[fluorescence artefact?]	0.4	-23	19	-12	-25	-1
COc1ccc(S(=O)(=O)N2CCN(C(=O)Cc3cccs3)CC2)cc1	7	-5	-3	0.1	2	5	3	-6	5
O=C(OCC(=O)N1CCc2ccccc2C1)c1cccnc1Cl	0	-1	-14	1.2	1	-8	-2	-2	2
Cc1c(CNC2CCC(C)CC2)c(C(=O)O)c(C)n1Cc1ccccc1 (configuration not stated)	-16	2	-6	1.4	-3	2	-13	-6	-4
CCN(CC1CCCO1)C(=O)CCc1nnc(Cc2ccc3c(c2)OCO3)o1 (configuration not stated)	-3	-1	-3	0.6	8	14	-8	4	-1
